Cdc42 wt – modulators of GTP binding to wildtype Cdc42, primary screen, biochemical, multiplex bead flow cytometry, Bodipy-GTP | Cell division control protein 42 homolog (Homo sapiens), P60953 | GST-Cdc42 beads; actives lie on both sides | percent activity (GTP binding), % at 10 µM | 0.2% of 190,000 active | AID 761, 2007;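 active = percent activity GTP binding at least 20 points away from the 100% baseline, either down as inhibitor or up as activator; inconclusive = compound flagged as likely green fluorescent from well-wide comparison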;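 also: median bead fluorescence of bound Bodipy-FL-GTP at 100 nM; 0% = excess unlabeled GTP control and 100% = no compound control; below 100% means less GTP binding so inhibitor and above means activator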
Target sequence (P60953 whole entry, looked up): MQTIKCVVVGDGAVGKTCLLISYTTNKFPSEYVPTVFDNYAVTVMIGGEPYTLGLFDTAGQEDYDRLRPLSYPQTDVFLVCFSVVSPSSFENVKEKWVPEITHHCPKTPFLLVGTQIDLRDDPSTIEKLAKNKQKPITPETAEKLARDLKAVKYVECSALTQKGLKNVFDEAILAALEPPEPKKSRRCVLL
Rab2 wt GTP – modulators of GTP binding to Rab2A wildtype, primary screen, biochemical, dog, bead-based flow cytometry, multiplex. GST-Rab2 wt beads, Bodipy-GTP binding. 0.19% of 190,000 active. Ras-related protein Rab-2A (Canis lupus familiaris), P61105. GTP binding activity, % at 10 µM;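 active = GTP binding activity at least 20 points away from 100%, either lowered or raised; inconclusive = signal likely due to the compound's own green fluorescence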;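 also: 0% = beads with excess unlabeled GTP and 100% = no-compound control corrected for plate trend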
Avidin bead fluor – green autofluorescence of compounds with avidin beads – biophysical, 488/530 nm, flow cytometry, artefact control, profiling panel. compound fluorescence 488/530 nm; hits give high values. 0.38% of 220,000 active. fluorescence (KMESF) at 10 µM; in the data active = fluorescence above about 47; also: inactives centre near 10
GSH fluor – compound fluorescence on glutathione beads, profiling panel, artefact control, biophysical, 488/530 nm, flow cytometry. GSH beads flow cytometry, compound fluorescence 488/530 nm; hits give high values. fluorescence (KMESF) at 10 µM. 0.25% of 190,000 active; in the data active = fluorescence above about 89;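 also: glutathione beads carrying GST-tagged Bcl family fusion proteins plus one bare bead set; values are compound well signal with DMSO vehicle wells as background; inactives centre near 16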
ABCB1 inh – ABCB1 efflux pump inhibitors, primary screen, cell-based, multiplex, flow cytometry, ABCG2 counter-screen; CCRF-Adr cells, JC-1 efflux; inhibition, % at 6.6 µM; 0.067% of 190,000 active; in the data active = inhibition above about 40%;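 also: 0% = vehicle and 100% = reference inhibitor; higher value means more JC-1 retained so stronger ABCB1 efflux block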
Pf gamet viab – late stage P. falciparum gametocyte viability inhibitors, primary screen, ATP luminescence, HTS | P. falciparum stage V gametocytes, 24 h | inhibition, % at 10.9 µM | 0.065% of 150,000 active;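 active = inhibition above the mean plus 3 SD of compounds within the control limits, set per campaign, cut at about 38% in these data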;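 also: 0% = DMSO wells and 100% = medium only without gametocytes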
Rac1 mut GTP – GTP binding modulators of activated mutant Rac1, primary screen, biochemical, bead-based flow cytometry, multiplex, fluorescent GTP | Ras-related C3 botulinum toxin substrate 1 (Homo sapiens), P63000 | GST-Rac1 activated beads; actives lie on both sides; 100% means binding = to untreated wells | percent activity (GTP binding), % at 10 µM | 0.11% of 190,000 active;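 active = GTP binding at least 20 percentage points away from the 100% baseline, in either direction, so actives lie on both sides; inconclusive = Compound likely fluorescent itself, or too few beads counted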
HRas wt GTP – modulators of GTP binding to HRas wildtype, primary screen, biochemical, bead-based flow cytometry, multiplex; AID 759, 2007; GTPase HRas (Homo sapiens), P01112; GTP binding activity, % at 10 µM; 0.14% of 190,000 active; GST-Ras wt beads, Bodipy-FL-GTP binding; actives lie on both sides;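 active = GTP binding activity at least 20% away from the 100% baseline, either lowered as inhibitor or raised as activator; inconclusive = flagged as likely green fluorescent, judged across all proteins in the well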;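 also: 0% = unlabeled GTP competition control and 100% = no-compound control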
Target sequence (P01112 whole entry, looked up): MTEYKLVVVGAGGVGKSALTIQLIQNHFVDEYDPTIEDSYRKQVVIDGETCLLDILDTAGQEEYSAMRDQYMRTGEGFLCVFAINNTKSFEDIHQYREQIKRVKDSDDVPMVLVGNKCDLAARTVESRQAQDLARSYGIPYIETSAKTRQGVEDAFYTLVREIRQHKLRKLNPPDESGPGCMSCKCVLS
ABCG2 block – ABCG2 efflux pump inhibitors, primary screen, multiplex with ABCB1, IgMXP3 cells, flow cytometry | AID 1325, 2008 | inhibition, % at 6.6 µM | JC-1 efflux | 0.1% of 190,000 active;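 active = inhibition above 80%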;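 also: 0% = DMSO and 100% = nicardipine control wells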
Target sequence (Q9UNQ0 whole entry, looked up): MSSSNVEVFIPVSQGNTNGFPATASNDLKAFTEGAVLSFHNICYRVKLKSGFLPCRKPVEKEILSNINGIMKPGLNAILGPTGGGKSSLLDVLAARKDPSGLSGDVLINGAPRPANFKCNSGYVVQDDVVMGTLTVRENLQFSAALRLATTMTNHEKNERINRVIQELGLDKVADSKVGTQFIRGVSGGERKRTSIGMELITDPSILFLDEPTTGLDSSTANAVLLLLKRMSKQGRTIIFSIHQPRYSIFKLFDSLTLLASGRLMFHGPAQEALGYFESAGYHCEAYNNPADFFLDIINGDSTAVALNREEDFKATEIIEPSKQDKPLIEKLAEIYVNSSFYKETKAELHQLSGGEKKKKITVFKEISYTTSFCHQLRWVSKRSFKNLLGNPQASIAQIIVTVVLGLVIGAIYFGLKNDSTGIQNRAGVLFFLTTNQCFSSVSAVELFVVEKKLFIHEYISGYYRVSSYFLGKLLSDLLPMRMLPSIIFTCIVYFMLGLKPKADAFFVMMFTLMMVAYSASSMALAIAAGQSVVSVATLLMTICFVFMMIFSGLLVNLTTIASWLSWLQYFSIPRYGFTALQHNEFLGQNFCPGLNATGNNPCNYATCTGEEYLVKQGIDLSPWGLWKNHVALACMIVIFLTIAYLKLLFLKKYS
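test system = two drug-resistant human cell lines, ABCG2 and ABCB1 | amount = 3 million cells/mL final, two lines in 1:1 ratio | reagent = JC-1 transporter substrate | doses = one concentration, 6.6 µM final | incubation = 10 min at 25 °C | signal = flow cytometric JC-1 green MFI at 530 nm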
Rac1 wt modul – wildtype Rac1 GTP binding modulators, primary screen, biochemical, GST-Rac1 beads, flow cytometry, multiplex | Ras-related C3 botulinum toxin substrate 1 (Homo sapiens), P63000 | fluorescent GTP binding; actives lie on both sides; 0 = cold GTP competed, 100 = untreated | GTP binding activity (% of control), % at 10 µM | 0.27% of 190,000 active;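 active = GTP binding activity at least 20 points away from the 100% control level, either lower or higher; inconclusive = compound flagged as likely green fluorescent, judged across all proteins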
Rab7 wt modul – modulators of GTP binding to Rab7, primary screen, biochemical, wildtype, multiplex bead flow cytometry; Rab7 GTPase wild type (dog), Bodipy-FL-GTP binding; GST-Rab7 beads, fluorescent GTP binding; actives lie on both sides; untreated = 100%, excess cold GTP = 0%; 0.055% of 190,000 active; GTP binding activity (percent of control), % at 10 µM;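 active = fluorescent GTP binding to Rab7 beads changed by at least 20 points from the 100% baseline, either direction, mostly lower; inconclusive = compound itself probably fluorescent, or too few beads counted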;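 also: median green fluorescence of bound Bodipy-FL-GTP per Rab7 bead population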
* = called active by the depositor; ? = inconclusive; · = no result given.

Structure | Cdc42 wt | Rab2 wt GTP | Avidin bead fluor | GSH fluor | ABCB1 inh | Pf gamet viab | Rac1 mut GTP | HRas wt GTP | ABCG2 block | Rac1 wt modul | Rab7 wt modul
COc1ccc(-n2c(C)cc(/C=N/Nc3nnc(C)n3N)c2C)cc1 | 103 | 100 | 3 | 8 | 0.6 | 19 | 99 | 101 | 9 | 106 | 101
O=C(NCCCN1CCN(CCCNC(=O)c2cc([N+](=O)[O-])ccc2Cl)CC1)c1cc([N+](=O)[O-])ccc1Cl | 104 | 99 | 10 | 5 | 0.1 | 20 | 94 | 101 | 8 | 109 | 100
CC(C(=O)Nc1ccccc1-c1ccccc1)N(C)Cc1nc2ccccc2c(=O)[nH]1 (stereo not given) | 95 | 96 | 10 | 23 | 1.2 | · | 94 | 97 | 2 | 94 | 94
Cc1ccc(F)c(NC(=O)CCc2ccccc2)c1 | 104 | 102 | 10 | 11 | -6.5 | · | 104 | 103 | -7 | 106 | 100
CCOC(=O)N1CCN(Cc2cc(Cl)c3cccnc3c2O)CC1 | 96 | 100 | 11 | 22 | 0.8 | · | 93 | 101 | 2 | 98 | 104
C#CCOCCOCCOCCNc1nc(N2CCN(C(=O)[C@H](CCCCN)n3cc([C@@H](N)C(C)CC)nn3)CC2)nc(N2CCN(C(=O)[C@H](CCCCN)n3cc([C@@H](N)CC(C)C)nn3)CC2)n1 (stereo not given in full) | 99 | 100 | 5 | 19 | -0.3 | -13 | 106 | 99 | -1 | 101 | 98
CCCCCCOc1cccc(N)c1 | 98 | 98 | 19 | 14 | 0.5 | -3 | 96 | 101 | 0 | 101 | 98
C/C(Cn1cnc([N+](=O)[O-])n1)=N/NC(=O)COc1c(Cl)cc(Cl)cc1Cl | 100 | 99 | 2 | 8 | 0.7 | -15 | 101 | 101 | 3 | 103 | 100
COC(=O)c1cn(N(C)c2ncc(C(F)(F)F)cc2Cl)c(=O)c2ccccc12 | 100 | 100 | 18 | 11 | 0.6 | · | 99 | 99 | 4 | 100 | 102
COc1cc(NC(=S)NCCc2c[nH]c3ccccc23)c(OC)cc1Cl | 100 | 96 | 14 | 10 | 0.7 | 16 | 96 | 96 | 23 | 98 | 100
CCCN(CCC)c1ncnc2nc[nH]c12 | 101 | 100 | 7 | 26 | 0.9 | · | 98 | 100 | 5 | 102 | 99
CCOC(=O)C1(C(F)(F)F)N=C(C(F)(F)F)Nc2ccccc21 (stereo not given) | 101 | 97 | 11 | 23 | 0.5 | · | 97 | 99 | 1 | 98 | 96
COc1ccc(OC)c(NC(=O)C(=S)NC2CCCCC2)c1 | 98 | 102 | 6 | 10 | -0.5 | 15 | 97 | 101 | 0 | 102 | 104
CCOc1ccccc1N1CCN(Cc2cccc(OC)c2OC)CC1 | 105 | 101 | 23 | 10 | 1.0 | 5 | 98 | 103 | 2 | 104 | 100
Cc1cc(SCC(=O)Nc2cccc(S(N)(=O)=O)c2)c(C)cc1Br | 92 | 95 | 5 | 15 | 0.8 | -4 | 95 | 95 | 22 | 95 | 100
CCCC(C(=O)O)N1C(=O)/C(=C/c2cccn2C)SC1=S (stereo not given) | 98 | 94 | 9 | 16 | -0.2 | -3 | 94 | 97 | -1 | 97 | 97
CC(C)Cn1c(CCC(=O)O)ccc1-c1cccs1 | 101 | 100 | 33 | 25 | 0.8 | · | 97 | 100 | 9 | 103 | 99
CC(C)CNC(=S)NC(=O)c1ccc(F)cc1 | 101 | 100 | 2 | 6 | 0.4 | 2 | 99 | 101 | 1 | 100 | 99
Oc1c(C=C2N=c3ccccc3=N2)sc(=S)n1C1CCCC1 | 98 | 96 | 3 | 9 | -1.0 | · | 101 | 98 | -4 | 101 | 100
CCNC(=S)NNC(=O)c1csc(C)c1 | 101 | 100 | 6 | 9 | 1.0 | 12 | 102 | 101 | 7 | 102 | 101
COc1ccccc1N1CCN(CC(O)COc2c(OC)cccc2OC)CC1 (stereo not given) | 104 | 100 | 32 | 26 | 5.3 | 2 | 100 | 104 | 23 | 107 | 99
CCCc1nc2sc3ccccc3c(=O)c2c(=O)n1Cc1ccco1 | 89 | 92 | 25 | 26 | 2.4 | -4 | 93 | 91 | 7 | 92 | 92
COc1ccc(CCN2C(=O)NC(NC(C)=O)(C(F)(F)F)C2=O)cc1OC (stereo not given) | 99 | 100 | 15 | 11 | 1.3 | -10 | 98 | 98 | 11 | 102 | 97
COc1ccc(C2NC(=O)C(C#N)=C(S)N2c2cccc(C)c2)cc1OC (stereo not given) | 93 | 96 | 12 | 24 | 0.0 | 15 | 91 | 95 | 0 | 95 | 102
CC(=O)c1ccc(S(=O)(=O)NCCCC(=O)NCCc2ccccn2)cc1 | 95 | 93 | 8 | 38 | -2.0 | -19 | 95 | 96 | -2 | 95 | 96
Cc1cccc(S(=O)(=O)c2c(C)cc(C)nc2Cl)c1 | 95 | 98 | 16 | 11 | 0.0 | · | 96 | 98 | 0 | 97 | 101
CC(CNCC1CCCO1)COc1cccc2ccccc12 (stereo not given) | 99 | 98 | 3 | 30 | 0.0 | 3 | 98 | 98 | 2 | 98 | 98
C=C(C)COc1ccc(-c2nc(N)nc(C)c2-c2ccc(OC)cc2)c(O)c1 | ? | ? | 3 | 18 | 1.8 | · | ? | ? | 23 | ? | ?
O=C(Nc1ccc(N2CCOCC2)c(Cl)c1)c1ccc(Br)o1 | 99 | 97 | 13 | 30 | 0.0 | · | 96 | 98 | 5 | 97 | 97
COc1ccc(-n2c(N)c(C(=O)NCc3ccco3)c3nc4ccccc4nc32)c(OC)c1 | 99 | 97 | 6 | 15 | · | · | 95 | 99 | · | 100 | 100
O=C(Nc1ccc(Oc2ccccc2)cc1)C1CC1 | 96 | 99 | 8 | 11 | -0.5 | -8 | 91 | 95 | 2 | 92 | 99
CC(=O)c1cccc(NC(=O)COc2ccccc2C(=O)c2cc(C#N)c(=O)n(C3CCCCC3)c2)c1 | 98 | 100 | 4 | 10 | 5.2 | · | 99 | 101 | 8 | 102 | 100
CC1(C)O[C@@H]2C[C@H]3[C@@H]4C[C@H](F)C5=CC(=O)CC[C@]5(C)[C@H]4[C@@H](O)C[C@]3(C)[C@]2(C(=O)CO)O1 | 101 | 95 | · | 19 | 0.0 | · | 96 | 96 | -1 | 103 | 99
CCc1ccc(N2C(=O)Nc3ccccc3C2(O)C(=O)N2CCN(c3ccccn3)CC2)cc1 (stereo not given) | 95 | 96 | 25 | 9 | 0.7 | 11 | 95 | 96 | 2 | 97 | 96
O=C(CO)N/N=C/c1ccc(Cl)cc1 | 99 | 99 | 6 | 15 | 0.1 | 7 | 99 | 99 | 0 | 101 | 95
CCOC(=O)c1nnn(-c2nonc2N)c1CN(C)Cc1ccccc1 | 101 | 98 | 6 | 33 | 0.5 | · | 98 | 101 | 2 | 100 | 99
CC(C)Cn1c(-c2ccc(Br)cc2)c[nH]c1=S | 98 | 98 | 6 | 12 | 1.5 | -18 | 97 | 95 | 1 | 98 | 93
CC(C)CC(=O)Nc1cccc(NC(=O)CC(C)C)n1 | 105 | 100 | 13 | 4 | 0.4 | -3 | 102 | 101 | 7 | 107 | 100
COc1cccc(OCC(=O)Nc2cc(Cl)ccc2Oc2ccccc2)c1 | 98 | 100 | 15 | 11 | 0.8 | 1 | 102 | 101 | 30 | 102 | 101
COc1ccc2c(c1)C=C(CN1CCN(C3CCCC3)C(CCO)C1)CO2 (stereo not given) | 98 | 97 | 8 | 11 | 0.8 | -9 | 96 | 97 | 3 | 99 | 103
CC1=CC(C)C2(COC(c3ccc[n+](C)c3)OC2)C(C)C1 (stereo not given) | 97 | 97 | 12 | 10 | -0.3 | 5 | 96 | 95 | -1 | 95 | 95
CN(CC(=O)NC1CCCCCC1)S(=O)(=O)c1ccccc1 | 107 | 102 | 8 | 24 | 0.6 | 7 | 100 | 105 | 2 | 106 | 104
CN(C)c1ccc(/C=C/C=C2/SC(=S)N(c3ccccc3)C2=O)cc1 | 98 | 92 | 17 | 23 | 1.5 | · | 90 | 92 | 6 | 89 | 91
COCCCN1C(=O)C(=O)/C(=C(/O)c2ccc(OC(C)C)cc2)C1c1ccc(O)c(OC)c1 (stereo not given) | 101 | 97 | 11 | 13 | -7.0 | · | 99 | 99 | -5 | 104 | 99
O=C1CC(c2ccccc2)n2nc(N3C(=O)c4ccccc4C3=O)nc2N1 (stereo not given) | · | · | 10 | 9 | 0.8 | 0 | · | · | 4 | · | ·
COc1ccc(CNC(=O)COC(=O)CC2CCCC2)cc1 | 102 | 98 | 2 | 5 | 1.1 | -20 | 93 | 100 | 4 | 101 | 100
CC1CN(CCC(=O)Nc2ccc3c(c2)OCO3)CC(C)O1 (stereo not given) | 102 | 101 | 27 | 19 | 0.5 | · | 99 | 101 | 2 | 101 | 100
C=CCOC(=O)/C(=C\c1ccc(OC)cc1)NC(=O)c1ccco1 | 97 | 96 | 14 | 35 | 0.7 | -12 | 93 | 97 | 4 | 96 | 97
CCc1nnc(NC(=O)NCN2C(=O)C3C4C=CC(C4)C3C2=O)s1 (stereo not given) | 102 | 100 | 17 | 25 | 0.6 | · | 99 | 100 | 1 | 99 | 93
COCCOC(=O)C1=C(C)N(Cc2ccccc2)C(=O)NC1c1ccc(OC)cc1 (stereo not given) | 103 | 103 | 21 | 12 | 1.8 | 17 | 99 | 101 | 6 | 103 | 100
O=C(CCCn1c(=O)[nH]c2cc(Cl)ccc2c1=O)NCCN1CCN(c2ccccc2)CC1 | 106 | 100 | 41 | 20 | 1.4 | · | 100 | 101 | 39 | 108 | 97
